APJ ag: APJ receptor agonism; P35414; CHO-K1 APJ PathHunter beta-arrestin, luminescence; 0% DMSO wells, 100% apelin; activation, % at 20 µM; hit rate 0.11% among 330,000;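 active = activation more than six SD over the plate average, tested at 20 µM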;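 also: 0% = DMSO alone and 100% = apelin-13 at 10 nM; some results filed as inactive read as strong as hits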
Target sequence (P35414 whole entry, looked up): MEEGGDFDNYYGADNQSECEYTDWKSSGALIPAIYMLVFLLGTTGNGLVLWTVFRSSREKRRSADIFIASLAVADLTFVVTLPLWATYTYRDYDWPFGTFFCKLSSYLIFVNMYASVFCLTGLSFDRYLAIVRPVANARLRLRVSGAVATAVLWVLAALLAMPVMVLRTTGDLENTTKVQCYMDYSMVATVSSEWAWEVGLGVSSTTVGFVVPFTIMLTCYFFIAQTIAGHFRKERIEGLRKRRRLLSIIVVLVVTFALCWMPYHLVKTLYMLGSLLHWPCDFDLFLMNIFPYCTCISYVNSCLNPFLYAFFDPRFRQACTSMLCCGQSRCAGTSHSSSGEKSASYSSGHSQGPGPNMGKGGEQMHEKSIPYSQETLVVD
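Assay system: engineered CHO-K1 APJ arrestin reporter cells; Amount: 1000 CHO-K1 reporter cells seeded per well; Dosing: one dose, 20 µM compound, 1% DMSO; Times: compound stimulation 90 min at 25 °C, detection 60 min; Measured by: luminescent beta-gal fragment complementation, chemiluminescent substrate; Read-out: APJ–arrestin association signal; Controls: DMSO vs Apelin-13 10 nM.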
MPTP block: blocks calcium-induced mitochondrial swelling | isolated mouse mitochondria, Ca2+ swelling absorbance, 30 min | inhibition, % at 10 µM | hit rate 1.4% among 360,000;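 active = inhibition of 50% or more, scaled per plate between neutral and stimulator controls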;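 also: 0% = DMSO wells given calcium and 100% = 1 mM EGTA wells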
APJ antagonist: APJ receptor antagonism; inhibition, % at 20 µM; P35414; AID 2521; CHO-K1 APJ beta-arrestin complementation, luminescence; hit rate 0.32% among 330,000;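 active = inhibition above about 40% at 20 µM, limit read from the data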;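 also: cells challenged with 10 nM apelin-13 agonist together with compound; plate controls were apelin-13 plus DMSO wells for no effect and DMSO wells lacking apelin-13 for full effect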
beta cell repl: MIN6 beta-cell proliferation induction. MIN6 cells proliferation, ATPlite luminescence, 48 h; cells starved in 0.2% serum; 100% = growth in 10% serum. proliferation, % at 10 µM. hit rate 0.29% among 330,000. AID 2380;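 active = compounds whose signal lies at least 3.5 SD above the mean of all wells on their plate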;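 also: 0% = DMSO-treated cells in low-serum medium and 100% = 10% serum control; some compounds called inactive have numbers as strong as hits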
NLRP3 yeast inh: NALP3 inhibition in yeast; hit rate 0.39% among 330,000; inhibition, % at 10 µM; Yeast reconstituted NLRP3/ASC/caspase-1, beta-gal luminescence, 24 h;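 active = inhibition of 50% or more; inactive = inhibition below 50%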;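 also: plate controls were induced DMSO wells for no effect and uninduced yeast grown without galactose for full effect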
tim10-1 inh: inhibits growth of tim10-1 mutant yeast | S. cerevisiae tim10-1 ts strain growth, BacTiter-Glo, 24 h | inhibition, % at 20 µM | hit rate 2.2% among 330,000;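 active = inhibition of at least 40%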;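 also: mutant grown at 25 °C; 0% = DMSO wells with yeast and 100% = wells holding no yeast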
tim23-1 inh: tim23-1 yeast growth inhibition | S. cerevisiae tim23-1 growth, BacTiter-Glo luminescence, 24 h | inhibition, % at 20 µM | hit rate 1.3% among 330,000;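 active = growth inhibition of the mutant yeast at or above 50%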;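 also: temperature-sensitive mutant grown at 25 °C; plate controls were DMSO-treated mutant yeast for no effect and medium wells lacking yeast for full effect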
GRIN3A LBD mod: modulates the human NR3A ligand-binding domain. Tm shift relative to glycine control, % at 25 µM. NR3A LBD differential scanning fluorimetry, Tm shift; 0% = protein alone, 100% = glycine-bound protein. hit rate 2.5% among 340,000. AID 1259313;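 active = melting temperature shift of at least 10% of the positive control shift, at one fixed dose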
TIM10 inh: inhibits growth of TIM10 yeast strain; S. cerevisiae TIM10 strain growth, BacTiter-Glo luminescence, 24 h; AID 463195; hit rate 1.4% among 330,000; inhibition, % at 10 µM;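 active = inhibition of 40% or more at the single tested concentration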;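 also: wild-type TIM10 isogenic control strain grown at permissive 25 °C; 0% = DMSO yeast wells and 100% = minimal medium wells without yeast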
* marks the source's active call; other numbers are inactive results.

SMILES	APJ ag	MPTP block	APJ antagonist	beta cell repl	NLRP3 yeast inh	tim10-1 inh	tim23-1 inh	GRIN3A LBD mod	TIM10 inh
S=c1sc2ccccc2n1CCc1ccncc1	-2.1	0.1	9.3	1.3	25.0	-3.6	-8.9	2.6	-8.3
CCOC(=O)c1c(C)nsc1NC(=O)c1ccco1	-3.0	0.0	16.8	5.6	31.3	14.3	28.6	-1.2	1.0
Cc1c(CCO)c(=O)[nH]n1S(=O)(=O)c1ccc([N+](=O)[O-])cc1	28.9	-0.1	-125.2	2.2	1.6	12.6	13.9	1.8	6.7
O=C(O)C(C/C(=N/O)c1ccc(Br)cc1)P(=O)(c1ccccc1)c1ccccc1 (stereo not drawn)	-0.1	-0.5	10.0	1.9	4.1	3.5	5.5	-0.4	13.5
CC12C=CC3(O1)C(C(=O)N(c1ccccc1)C3C(=O)NC1CCCC1)C2C(N)=O (stereo not drawn)	-1.8	-0.4	11.5	-2.9	14.2	4.1	-2.1	-1.7	-1.9
CC(=C/c1ccc(C(C)C)cc1)/C=N/NC(=O)Cn1nc(C)cc1C	-0.6	4.4	2.0	-4.5	5.3	24.9	-2.3	-2.5	28.6
O=CNCC(=O)NC1CCCCCC1	3.7	0.2	14.7	-0.3	-4.5	8.1	20.8	0.3	16.5
Cc1ccc(C(=O)COC(=O)CCN2C(=O)C3C4CCC(C4)C3C2=O)cc1[N+](=O)[O-] (stereo not drawn)	-22.6	0.4	50.2*	-1.5	5.7	-2.1	-3.9	3.7	-14.5
CC1=C(Sc2ccccn2)C(=O)NC(C)(C)C1	5.9	-1.2	-4.7	-0.8	9.2	10.7	7.4	-0.2	3.9
Cc1c(C(=O)N2CCCCC2)c(S(=O)(=O)NCCc2ccccc2)c(C)n1C	-3.8	-0.3	18.7	-3.0	5.0	18.8	18.5	-0.7	4.0
COc1ccc(C2=Nn3c(nnc3-c3cc(C)[nH]n3)SC2)cc1	0.7	1.6	-8.9	-1.7	16.8	11.8	18.3	5.2	11.3
Cc1cccc(NS(=O)(=O)c2ccc(C3CCCCC3)cc2)c1	-5.6	90.2*	11.0	-6.1	4.3	33.4	8.5	0.0	24.5
CC1CCCCC1NC(=O)/C(C#N)=C/c1ccc(F)c(F)c1 (stereo not drawn)	0.9	28.0	10.0	-5.3	22.9	48.0*	54.5*	-2.1	59.1*
COc1ccc(N(CC(=O)NC2CCCCCC2)S(=O)(=O)c2ccccc2)cc1Cl	-4.0	-0.6	8.2	-4.5	15.9	-7.3	-3.2	-9.3	-0.7
Cc1ccccc1NC(=O)c1cccc(N2C(=O)C3C4CCC(C4)C3C2=O)c1 (stereo not drawn)	-2.3	3.8	1.4	3.1	1.1	18.5	18.5	1.0	18.6
O=C1COc2ccc(S(=O)(=O)NCc3ccc(Cl)cc3)cc2N1	-3.3	1.9	12.1	-2.7	10.4	16.1	26.8	1.1	18.1
Cc1ccc(OCCNC(=O)C2CCCCC2)cc1	-1.3	0.6	10.8	-0.4	30.8	8.9	-1.4	-2.4	0.1
CCOc1ccccc1C1C(C#N)=C(N)Nc2onc(-c3ccccc3)c21 (stereo not drawn)	-3.3	-2.2	9.9	0.1	16.8	4.2	-2.1	-5.8	14.8
COc1ccc(S(=O)(=O)N2CCC(C(=O)NCCC(=O)Nc3cccc(OC)c3)CC2)cc1	-5.7	-0.9	-3.1	-3.7	6.3	2.8	0.7	1.2	6.6
O=C(Nc1cccc(-c2ccc3nncn3n2)c1)c1ccco1	-1.7	0.3	15.5	-2.2	-8.3	8.3	9.1	-1.3	20.5
CC1CCN(CCC(=O)N/N=C/c2ccc([N+](=O)[O-])cc2)CC1	-1.1	-3.6	7.8	1.3	2.2	2.9	14.0	-2.0	-6.5
Cc1ccccc1C(=O)Nc1c(C(=O)N2CCN(C)CC2)cnn1-c1ccccc1	-7.1	1.0	-16.2	5.0	-0.5	-5.1	3.5	0.7	2.9
O=C(CSc1nnc(-c2ccccc2)n1Cc1ccccc1)N1CCCC1	-3.7	-0.1	4.3	3.8	-3.5	18.1	-7.8	-1.1	-5.1
O=C1c2cc(S(=O)(=O)NCCO)ccc2-c2ccc(S(=O)(=O)NCCO)cc21	-1.7	-0.2	-31.4	-2.8	5.1	2.3	-8.2	-0.1	9.1
COc1ccc(CSc2nnc(C)s2)cc1F	-1.1	-1.1	-9.2	1.8	-2.7	7.0	0.7	-2.4	-3.3
CCC(=O)Nc1cccc(NC(=O)c2ccc(C)cc2Cl)c1	-3.9	-0.5	-13.4	-1.6	12.6	4.6	6.9	-0.2	9.6
CC(C)Cc1nnc(NC(=O)CCC(=O)N2CCN(c3ccccn3)CC2)s1	-2.6	-0.3	2.5	-2.0	8.6	0.7	10.2	-1.7	14.8
Cc1ccc(S(=O)(=O)Cn2nnnc2C(C(C)C)N2CCN(Cc3ccco3)CC2)cc1 (stereo not drawn)	-3.0	0.3	13.2	-2.3	10.4	24.2	11.1	-0.4	22.8
COC(=O)COc1ccc(S(=O)(=O)Nc2ccc(C(N)=O)cc2)cc1	-1.5	-0.5	-6.7	-2.3	13.4	9.3	15.1	7.2	16.2
Cc1csc(NC(=O)CSc2nnc(-c3ccncc3)n2C)n1	-1.6	23.0	-17.4	0.1	3.6	13.8	0.4	-6.8	4.3
O=C(c1cc(-c2ccncc2)nc2ccc(Br)cc12)N1CCN(c2ccccn2)CC1	4.6	0.1	5.3	-0.9	-7.5	9.1	11.5	5.8	11.4
COc1ccccc1N1CCN(C(=O)c2ccc(S(=O)(=O)N3CCCCCC3)cc2)CC1	-0.5	-3.5	-18.1	-0.9	0.4	19.4	13.8	-5.3	8.1
CN1CCN(c2ccc(CNS(=O)(=O)c3ccsc3)cc2)CC1	-1.0	2.3	-4.8	-2.3	7.4	9.2	-8.1	-0.1	8.1
Cc1c(N(CC(=O)O)S(=O)(=O)c2ccccc2)c(=O)n(-c2ccccc2)n1C	-2.8	-2.1	19.2	2.6	8.0	7.2	-13.7	-2.6	3.4
CCn1cc(C(=O)OCC(=O)N2C(C)CCCC2C)c(=O)c2ccc(C)nc21 (stereo not drawn)	0.3	-1.6	3.4	-4.3	2.7	12.1	14.2	2.6	-10.6
COc1cccc(NC(=O)CN(C)C(=O)c2ccc(NS(=O)(=O)c3ccc(F)cc3)cc2)c1	-3.4	-0.2	-3.6	-0.9	11.7	5.5	11.6	3.0	1.9
O=C(Nn1c(C2CCCCC2)nc2ccccc2c1=O)c1ccc([N+](=O)[O-])cc1	-1.3	8.1	-11.1	0.8	5.5	34.9	35.1	-6.6	32.1
CC1CCCC(C)N1/N=C/c1ccccc1C(=O)O (stereo not drawn)	-3.0	-4.0	-2.8	-2.3	10.6	5.8	6.0	0.1	-1.0
CSc1ccc(CN(C)CC(=O)Nc2cccc(Br)c2)cc1	0.0	10.1	18.7	0.0	15.5	32.1	34.8	0.1	28.5
Cc1nn(C(C)C(=O)NCc2ccco2)c(C)c1[N+](=O)[O-] (stereo not drawn)	-0.9	0.4	6.3	-1.1	13.3	-11.9	-7.7	0.6	-2.5
COc1ccc(-c2nnc(SCC(=O)c3ccc(O)cc3O)o2)cc1	-3.8	2.0	2.2	-1.3	13.3	8.8	-6.2	1.3	6.7
CO/N=C/c1cccn1-c1nccc(N(C)C)c1C#N	-0.5	0.3	-1.7	0.3	11.7	-3.7	12.1	-0.4	-5.3
O=S(=O)(c1cccc(F)c1)N1CCN(Cc2cc3c(cc2Br)OCCO3)CC1	-0.2	0.4	4.1	-6.5	26.0	12.5	42.4	0.9	17.8
COc1cccc(NC(=O)COC(=O)c2ccc(S(=O)(=O)NCc3ccco3)cc2)c1	-1.5	4.4	-2.3	-0.5	4.3	13.1	1.1	-0.3	2.0
COc1ccc(OC)c(NC(=O)CCN2CCCCC2)c1	-1.3	-1.0	3.7	-2.2	6.3	6.0	5.0	-2.9	4.6
CC(Sc1ccc2c(c1)OCCO2)C(=O)Nc1ncc(Cl)cc1Cl (stereo not drawn)	-0.7	-7.0	0.5	0.1	12.5	17.9	28.5	-0.4	13.0
c1ccc(C2CC3CC(c4ccccc4)N2O3)cc1 (stereo not drawn)	-2.5	0.1	9.2	0.7	2.6	16.5	12.4	0.5	10.0
CC(C)(C)c1ccc(OCCCC(=O)NC2=NCCS2)cc1	6.3	-1.4	7.8	-1.8	34.9	29.5	15.1	0.9	11.4
Cc1cc(NC(=O)C(C)SCC(=O)N(C)Cc2ccccc2F)no1 (stereo not drawn)	-3.2	-0.2	0.6	0.1	28.9	-1.2	5.0	0.9	22.9
COc1cccc(N(CC(=O)Nc2cccc(N(C)S(C)(=O)=O)c2)S(C)(=O)=O)c1	1.2	-0.3	9.7	1.9	20.1	-6.7	12.0	-0.3	-1.3
O=C(CN1CCN(CCN2C(=O)c3cccc4cccc(c34)C2=O)CC1)c1ccc(F)cc1	-5.6	-0.5	6.1	-2.0	19.9	18.6	16.6	-1.0	22.3
CN(Cc1ccn[nH]1)C(=O)C1CCC(=O)N(Cc2cccc(C(F)(F)F)c2)C1 (stereo not drawn)	1.1	0.2	15.0	5.0	9.7	11.2	5.2	1.8	-5.1
O=C(NCCCN1CCc2ccccc2C1)C1CCN(c2nnc(-n3cccc3)s2)CC1	-2.4	0.3	16.2	0.2	15.4	-13.5	-30.3	-0.8	-19.9
O=C1c2ccccc2S(=O)(=O)N1CC(O)COc1ccc(Cl)cc1 (stereo not drawn)	-0.3	0.3	11.3	0.0	10.5	16.9	13.2	3.1	6.3
COc1ccc(CCNS(=O)(=O)c2ccc(Cl)s2)cc1OC	4.6	3.1	-1.2	3.5	11.0	6.8	-1.0	2.8	-17.7
CCc1nn(C(C)C(=O)Nc2cccc(C)c2C)c(=O)c2cc3occc3n12 (stereo not drawn)	-4.0	-5.0	15.7	0.2	17.5	5.0	7.8	0.6	1.2
COc1ccc(CCNC(=O)c2nnc(Cc3ccc(Cl)cc3)o2)cc1OC	-2.7	-0.8	7.5	0.1	16.2	16.2	-4.7	2.1	-10.8
O=c1[nH]c2cc(Cl)ccc2c(O)c1-c1cccc(Oc2ccccc2)c1	7.1	0.4	22.0	-7.1	17.3	-73.1	2.7	0.3	-26.0
CCN(CC)S(=O)(=O)c1ccc(C)c(NC(=O)/C=C/c2cccs2)c1	-4.6	5.0	-12.1	-2.2	-4.1	45.4*	27.6	-2.1	28.2
O=C(O)CCNC(=O)/C(=C/c1ccco1)NC(=O)c1ccco1	-2.9	0.3	-15.9	-2.4	15.9	6.8	-17.6	0.9	-2.3
(more compounds)
SMILES	APJ ag	MPTP block	APJ antagonist	beta cell repl	NLRP3 yeast inh	tim10-1 inh	tim23-1 inh	GRIN3A LBD mod	TIM10 inh
O=S(=O)(c1ccccc1)N(CC1CO1)c1cccc2ccccc12 (stereo not drawn)	-4.1	-1.7	-9.4	-0.7	-72.7	19.0	-1.7	-1.6	9.9
Cc1ccc(C)c(N(CC(=O)NCCc2ccccc2)C(=O)CCC(=O)Nc2ccccn2)c1	-1.2	-0.5	9.7	0.0	7.6	13.0	5.9	-4.3	8.7
Cc1ccc(OCC(=O)Nc2nnc(S(=O)(=O)N3CCCCCC3)s2)cc1	-1.6	1.9	-67.6	2.8	13.7	11.8	17.9	0.2	7.7
CN(C)C(=O)CSc1nc(-c2ccccc2)c(-c2ccccc2)o1	-3.3	-1.4	-13.1	1.1	20.2	25.6	18.5	0.3	3.3
